Cycloheximide cs: counter-screen for Shiga toxin inhibitors: cycloheximide protein synthesis inhibition | max response, % | cell reporter, cycloheximide protein synthesis inhibition counterscreen | 300,000 compounds, 12% hits | AID 2314; in the data active = max response mostly above about 13%, no sharp cut-off; inactive = mostly below about 14%; also: read at 38.3 µM for the half of the compounds with a filed dose; 0% is about no effect
Pf growth 48h: P. falciparum growth inhibition at 48 hours (one generation). P. falciparum luciferase growth in erythrocytes, 48 h. 310,000 compounds, 5.9% hits. Potency, µM (top dose mostly 28.7 µM), for inactives: top-dose activity change, negative = inhibition, actives largely listed as inhibitors; also: potency is read from the fitted curve at half-maximal effect; % is scaled to controls: 0 for no effect and ±100 for the full control effect
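Erythrocytes infected with P. falciparum carrying an integrated firefly luciferase reporter (2% hematocrit, 0.1% parasitemia final) were exposed to compounds in RPMI 1640 with 0.5% Albumax at 37 C, 5% CO2. Growth inhibition was scored as reduced luminescence.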
FBPA Giardia inh: blocks Giardia fructose-bisphosphate aldolase activity; Potency, µM (titrated, usually from 59.6 µM), for the others: at the highest dose activity, negative = inhibition, hits mostly inhibitors; 290,000 compounds, 0.71% hits; A8B2U2; purified Giardia FBPA; also: potency is read from the fitted curve at half-maximal effect; % is scaled to controls: 0 for no effect and ±100 for the full control effect; nearly all actives have a fitted effect of over 55% in size
Target sequence (A8B2U2 whole entry, looked up): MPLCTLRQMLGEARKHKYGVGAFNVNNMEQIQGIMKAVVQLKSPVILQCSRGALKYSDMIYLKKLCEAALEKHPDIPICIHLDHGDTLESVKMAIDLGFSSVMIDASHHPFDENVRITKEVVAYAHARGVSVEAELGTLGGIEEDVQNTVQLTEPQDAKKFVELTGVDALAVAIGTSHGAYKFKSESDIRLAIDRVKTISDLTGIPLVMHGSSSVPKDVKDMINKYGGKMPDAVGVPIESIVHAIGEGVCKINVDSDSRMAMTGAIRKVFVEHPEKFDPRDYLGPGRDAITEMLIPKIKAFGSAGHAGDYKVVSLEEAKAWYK
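40 nM FBPA preincubated 10 min at RT with compound (up to 57.5 uM final), then substrate plus GAPDH/TPI/NAD/arsenate coupling and diaphorase/resazurin added. Fluorescence read after 20 min at RT, 525/598 nm.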
Pf growth 96h: inhibits malaria parasite growth, 96 h; P. falciparum luciferase reporter growth, 96 h; Potency, µM (titrated, usually from 28.7 µM), without a hit: at the highest dose activity change, negative = inhibition, most hits filed as inhibitors; 320,000 compounds, 6.9% hits; also: potency is read from the fitted curve at half-maximal effect; % is scaled to controls: 0 for no effect and ±100 for the full control effect
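Erythrocytes infected with luciferase-expressing P. falciparum were dispensed at 2% hematocrit and 0.05% parasitemia (final), then incubated with compounds 96 hours at 37 C in 5% CO2. Luminescence after detection reagent addition reported growth.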
Sm TGR block: blocks Schistosoma mansoni thioredoxin glutathione reductase; Q962Y6; purified TGR, DTNB reduction, TNB absorbance 405 nm; Potency, µM (highest dose often 114 µM), for inactives: at the highest dose activity change, negative = inhibition, hits mostly inhibitors; 360,000 compounds, 3% hits; AID 485364; also: potency is read from the fitted curve at half-maximal effect; % is scaled to controls: 0 for no effect and ±100 for the full control effect; nearly all actives have a fitted effect of over 60% in size
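Kinetic colorimetric format: TGR-catalysed, NADPH-driven DTNB reduction monitored via TNB absorbance. Enzyme dispensed at 20 nM; compound exposure 15 min at room temperature before reaction start.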
Shiga inhibitor: inhibitors of Shiga toxin in Vero cells | inhibition, % at 38.7 µM | AID 2315 | 290,000 compounds, 9.2% hits | Vero cells, Shiga toxin protein synthesis inhibition reporter; in the data active = inhibition mostly above about 28%, no sharp cut-off; inactive = mostly below about 43%; also: 0% is about no effect
Numbers without * were called inactive; ? = inconclusive; / = not tested or not shown; & = joins results of further samples; [ ] = another dose, or the depositor's remark. Unless noted, calls follow the shape of the dose curve; as a rule, active = well fitted curve in the direction sought with a large enough effect; inconclusive = small, poorly fitted or top-dose-only effect, or another doubt; inactive = no such curve, though single readings can be large; an effect the other way counts as inactive or inconclusive.

SMILES | Cycloheximide cs | Pf growth 48h | FBPA Giardia inh | Pf growth 96h | Sm TGR block | Shiga inhibitor
COc1ccc(CCN2CC(C(=O)NCCc3ccc(F)cc3)CCC2=O)cc1 (stereo unspecified) | 1 | -1% | -1% | ? | 0% | 15
CN=C(Nc1ccccc1OC)SC1CC(=O)N(c2ccc(C(=O)OC)cc2)C1=O (stereo unspecified) | -2 | ? | 2% | ? | -2% | -4
CC(=O)c1ccc(S(=O)(=O)N2CCCc3ccccc32)cc1 | 11* | 10% | 2% | ? | 2% | 27
Cc1cc(C)cc(Nc2ncc3c(n2)CC(c2ccco2)CC3=O)c1 (stereo unspecified) | 7 | -19% | -4% | 12% | 50µM* | -2
N#CCSc1nnc(-c2ccccc2)c(-c2ccccc2)n1 | -3 | 4% | 6% | 16% | 5% | -9
O=C(CCC(=O)Nc1ccccc1)N/N=C/C=C/c1ccccc1 | 10.0* | 34%[activator] | 0% | 32%[activator] | -1% | 9
Cc1nn(-c2ccccc2)c(N)c1C(O)(CSc1nccn1C)C(F)(F)F (stereo unspecified) | -2 | / | -3% | ? | -26% | -8
O=C(NCCO)c1ccccc1O | -7 | 7% | 1% | / | -3% | 0
CC1C/C(=N\NC(=S)NCc2ccccc2)CC(C)(C)C1 (stereo unspecified) | -1 | / | 23% | 4.1µM* | -1% | 14
Cn1c(NCc2cccs2)nc2ccccc21 | 33* | 67%[activator] | 5% | 15% | 6% | 57*
O=c1c2cc(Cl)ccc2nc(-c2ccccc2)n1O | -2 | / | -16% | -22% | -3% | 2
CCCCCCNCc1cccc(Br)c1 | -2 | 3% | / | -14% | 31% | -19
Cc1ccc(N2C(=O)CN(Cc3ccccc3)C2=S)cc1C | 8 | ? | 9% | ? | 5% | -8
COc1ccc(C[C@](C)(N)C(=O)O)cc1OC | / | ? | / | -14% | -27% | /
CSc1ccc(-c2nnn(Cc3ccc(Br)cc3)n2)cc1 | 36* | / | 1% | 17% | -5% | 45
O=C(CCC1CCN(C(=O)c2cncs2)CC1)Nc1ccccc1 | -2 | 7% | / | 12% | -17% | 2
COC(=O)CNC(=O)C(C)(C)Oc1ccc(Cl)cc1 | 8 | / | 2% | 37%[activator] | -3% | -4
COc1cc(OC)c(NC(=O)c2csc(C)c2)cc1Cl | 2 | -8% | -8% | 13% | -23% | 26
O=c1[nH]c(CSc2ccccn2)nc2ccccc12 | 43* | 274%[activator] | -1% | 319%[activator] | -6% | 119*
O=C(COC(=O)c1cc([N+](=O)[O-])ccc1NCc1ccccc1)NC1CCCc2ccccc21 (stereo unspecified) | 1 | -5% | 3% | / | 2% | -17
CN=c1scc(-c2ccc(F)cc2)n1/N=C/c1ccc(O)c(O)c1 | -10 | -52% | ? | ? | 11µM* | -10
O=[N+]([O-])c1ccc(-c2nc(C(Cl)Cl)c3ccccc3n2)cc1 | -2 | ? | 6% | ? | 0% | 14
CCOC(=O)C(C)n1cnc2c(nnn2Cc2ccc(Cl)cc2)c1=O (stereo unspecified) | -2 | / | 0% | 8.3µM* | 5% | -20
CCCCNC(=O)COC(=O)c1cc(S(=O)(=O)N2CCCCCC2)ccc1OC | -5 | / | -1% | ? | 3% | -10
CCCCn1c(=O)[nH]c(=O)c2c(C(=O)OCC)cc(-c3ccc(OC(F)F)cc3)nc21 | -1 | -13% | 2% | -10% | / | -4

Continued:
SMILES | Cycloheximide cs | Pf growth 48h | FBPA Giardia inh | Pf growth 96h | Sm TGR block | Shiga inhibitor
O=C(COc1ccc(Br)cc1)N(Cc1cccs1)C1CCS(=O)(=O)C1 (stereo unspecified) | -3 | -2% | 6% | ? | -24% | -5
Cc1ccc(CN2CCNC2=O)cc1 | 1 | ? | -5% | 40%[activator] | -28% | 17
Cc1ccc(-c2nnc3ccc(SCC(=O)N4CCc5ccccc54)nn23)cc1 | -2 | 22% | 8% | 41%[activator] | -2% | 25
O=C(OCC(=O)N1CCOCC1)c1ccc[nH]c1=O | 2 | 22% | 8% | 0% | 1% | -1
COCCn1cnc2c(c1=O)c1nc3ccccc3nc1n2/N=C/c1ccc(OC)c(OC)c1 | 0 | 1.7µM* | 1% | 2.6µM* | -8% | -2
Cc1cc(N2C(=O)CC(Cc3ccccc3)C2=O)no1 (stereo unspecified) | -2 | 11% | 1% | -23% | 6% | -5
COCCOC(=O)c1c(C)oc2cc(Br)c(OCC(N)=O)cc12 | -2 | 13% | 7% | ? | -1% | -11
COc1cc2ccccc2cc1C(=O)OCC(=O)N(C)c1c(N)n(Cc2ccccc2)c(=O)[nH]c1=O | / | -29% | / | ? | -1% | /
CCc1noc(C)c1C(=O)Nc1sc(C(=O)N(C)C)c(C)c1C(=O)OC | -4 | -2% | 3% | / | 4% | -13
Cc1noc(C)c1C(=O)N(CC(=O)Nc1ccc(Cl)c(C(F)(F)F)c1)Cc1ccco1 | / | ? | / | ? | -15% | /
CN(C(=O)COC(=O)c1ccccc1SCC(=O)N1CCCC1)C1CCS(=O)(=O)C1 (stereo unspecified) | -3 | 15% | / | 20% | -2% | -13
CC(=O)c1sc(NC(=O)C(C)(C)C)nc1C | -2 | 25% | 0% | 9% | -7% | 23
CC12CN3CC(C)(CN(C1)C3c1c[nH]c3ccccc13)C2=O (stereo unspecified) | -1 | 10% | 0% | 14% | / | 10
Cc1cccc2cc(CN(Cc3cccnc3)C(=O)c3cccs3)c3nnnn3c12 | 1 | 5% | 0% | 4% | -1%[57.1 µM] | -21
CCOC(=O)c1c(C)[nH]c(C(=O)CSc2nnnn2-c2ccc(C)cc2)c1C | -2 | -16% | 1% | 60%[activator] | 1% | -6
Cc1cccc(NC(=S)NCCc2ccc3c(c2)OCCO3)c1C | 7 | -2% | 2% | ? | -3% | 2
Cc1ccc2nc(CSc3nnc4ccccn34)cc(=O)n2c1 | 25 | 48%[activator] | 2% | 83%[activator] | 0% | 66
Cc1cc(S(=O)(=O)NCC(c2ccccc2)c2ccccc2)ccc1-n1cnnn1 | -1 | ? | -15% | / | -2% | 18
CCCCNC(c1ccccc1)c1ccncc1 (stereo unspecified) | -4 | / | -20% | ? | ? | -11
CCCCn1c(SCC2CCCO2)nc2cc(S(N)(=O)=O)ccc21 (stereo unspecified) | -3 | / | -12% | ? | 0% | -13
N#CC1(N2CCN(C(=O)c3ccccc3)CC2)CCCCC1 | -1 | 23% | ? | 149%[activator] | -14% | -1
Cc1cc(N/N=C/c2ccncc2)nc2ccccc12 | 14 | ? | -9% | ? | -1% | 49*
CNC(=O)COC(=O)c1ccccc1NC(=O)c1ccco1 | 1 | -2% | 10% | 3% | 10% | 19
CCOC(=O)c1c(S(=O)(=O)NCC(=O)Nc2ccccc2OC)c(C)n(C)c1C | -2 | 3% | 0% | -7% | -3% | -5
Cc1ccc(NC(=S)C2=C(O)c3ccccc3N(C)S2(=O)=O)cc1 | -1 | -20% | 28% | -23% | -10% | 17

Next entries.
SMILES | Cycloheximide cs | Pf growth 48h | FBPA Giardia inh | Pf growth 96h | Sm TGR block | Shiga inhibitor
Cn1cnc([N+](=O)[O-])c1SCCO | 0 | -7% | 1% | ? | ? | 7
CC1(C)CC(=O)C2=C(C1)OC(N)=C(C#N)C21C(=O)N(CN2CCOCC2)c2ccccc21 (stereo unspecified) | 1 | -4% | -2% | -24% | 3% | -4
COc1ccc(C(=O)OCC(=O)NCC2CCCO2)cc1S(=O)(=O)N1CCCc2ccccc21 (stereo unspecified) | 10 | 0% | 1% | -26% | -13% | 42
COc1ccc2c(c1)C(=O)c1ccccc1CO2 | 53* | / | -4% | ? | ? | 117*
COc1ccc(-c2[nH]ncc2CNCC(C)(C)N2CCOCC2)cc1F | -4 | -7% | 4% | ? | -2% | -22
CCOC(=O)C1(CCCc2ccccc2)CCN(CC(O)CO)CC1 (stereo unspecified) | -1 | ? | 21% | ? | 11% | -15
O=S(=O)(Nc1ccc(N2CCCCC2)cc1)c1cccc2cccnc12 | 7 | -9% | -2% | -26% | -7% | -3
CCN(CC)CCNCc1ccc(-c2ccc(Cl)cc2)o1 | -3 | ? | -2% | 12µM* | ? | -35
COc1ccccc1-c1nnc(SCC(=O)NNC(=O)c2ccccc2F)n1C | / | 16% | / | 30%[activator] | 5% | /
COc1ccc(NC(=O)CSc2nncs2)cc1OC | -3 | 34%[activator] | 3% | 71%[activator] | -2% | -7
CCc1nc(NC(=O)c2sc(C)nc2C)sc1C(=O)OC | 8 | 11% | -8% | ? | 6% | 26
CCc1nn(CCCC(=O)NCc2cc(Br)ccc2OC)c(=O)c2cc3occc3n12 | -3 | ? | 8% | 12% | -4%&6% | -3
CCOC(=O)c1c(C)[nH]c(C(=O)C(C)OC(=O)c2ccc(NC(=O)CC#N)cc2)c1C (stereo unspecified) | / | 8.3µM* | / | 10µM* | 7% | /
CCn1c(CNC(=O)c2ccccc2OC)nnc1SCC(=O)c1ccc(F)cc1 | -3 | -17% | 2% | 49%[activator] | 3% | 5
O=C(NNC(=O)c1ccc(Oc2ccc(C3SCCS3)cc2)o1)c1ccc(Cl)cc1 | -4 | 4% | 6% | 3% | -2% | 16
O=C(Nc1nnc(-c2ccc(Cl)cc2)o1)c1ccccc1Br | 15 | / | 29% | ? | -45% | 16
O=Cc1ccc(O)c(O)c1 | -4 | ? | ? | 1% | 11% | -15
CCOc1ccc(N(CC(=O)Nc2ccc(OC)cc2)S(=O)(=O)c2c(C)[nH]c(=O)[nH]c2=O)cc1 | 7 | 3% | 12% | -10% | 6% | 3
COc1ccc(-n2c(CNc3ccc(C)cc3)nnc2SCc2ccccc2)cc1 | 4 | ? | ? | 67%[activator] | 1% | -4

Structures above that contain an NH in an aromatic ring (nine):
SMILES | Cycloheximide cs | Pf growth 48h | FBPA Giardia inh | Pf growth 96h | Sm TGR block | Shiga inhibitor
O=c1[nH]c(CSc2ccccn2)nc2ccccc12 | 43* | 274%[activator] | -1% | 319%[activator] | -6% | 119*
CCCCn1c(=O)[nH]c(=O)c2c(C(=O)OCC)cc(-c3ccc(OC(F)F)cc3)nc21 | -1 | -13% | 2% | -10% | / | -4
O=C(OCC(=O)N1CCOCC1)c1ccc[nH]c1=O | 2 | 22% | 8% | 0% | 1% | -1
COc1cc2ccccc2cc1C(=O)OCC(=O)N(C)c1c(N)n(Cc2ccccc2)c(=O)[nH]c1=O | / | -29% | / | ? | -1% | /
CC12CN3CC(C)(CN(C1)C3c1c[nH]c3ccccc13)C2=O (stereo unspecified) | -1 | 10% | 0% | 14% | / | 10
CCOC(=O)c1c(C)[nH]c(C(=O)CSc2nnnn2-c2ccc(C)cc2)c1C | -2 | -16% | 1% | 60%[activator] | 1% | -6
COc1ccc(-c2[nH]ncc2CNCC(C)(C)N2CCOCC2)cc1F | -4 | -7% | 4% | ? | -2% | -22
CCOC(=O)c1c(C)[nH]c(C(=O)C(C)OC(=O)c2ccc(NC(=O)CC#N)cc2)c1C (stereo unspecified) | / | 8.3µM* | / | 10µM* | 7% | /
CCOc1ccc(N(CC(=O)Nc2ccc(OC)cc2)S(=O)(=O)c2c(C)[nH]c(=O)[nH]c2=O)cc1 | 7 | 3% | 12% | -10% | 6% | 3

Screens: PubChem, National Center for Advancing Translational Sciences (NCATS)
